# CD11b adhes enh – CD11b/CD18-fibrinogen binding enhancement. K562 CD11b/CD18 adhesion to fibrinogen, ATPlite luminescence. activation, % at 10 µM. 93,000 tested, 0.07% active. AID 1499;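 active means 10 µM primary screen giving 50% or more activity, confirmed by 40% or more on retest at that dose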; further: strong numbers were not always called active; reference of the scale not given here
# Target sequence (P05107 whole entry, looked up, other chains not shown): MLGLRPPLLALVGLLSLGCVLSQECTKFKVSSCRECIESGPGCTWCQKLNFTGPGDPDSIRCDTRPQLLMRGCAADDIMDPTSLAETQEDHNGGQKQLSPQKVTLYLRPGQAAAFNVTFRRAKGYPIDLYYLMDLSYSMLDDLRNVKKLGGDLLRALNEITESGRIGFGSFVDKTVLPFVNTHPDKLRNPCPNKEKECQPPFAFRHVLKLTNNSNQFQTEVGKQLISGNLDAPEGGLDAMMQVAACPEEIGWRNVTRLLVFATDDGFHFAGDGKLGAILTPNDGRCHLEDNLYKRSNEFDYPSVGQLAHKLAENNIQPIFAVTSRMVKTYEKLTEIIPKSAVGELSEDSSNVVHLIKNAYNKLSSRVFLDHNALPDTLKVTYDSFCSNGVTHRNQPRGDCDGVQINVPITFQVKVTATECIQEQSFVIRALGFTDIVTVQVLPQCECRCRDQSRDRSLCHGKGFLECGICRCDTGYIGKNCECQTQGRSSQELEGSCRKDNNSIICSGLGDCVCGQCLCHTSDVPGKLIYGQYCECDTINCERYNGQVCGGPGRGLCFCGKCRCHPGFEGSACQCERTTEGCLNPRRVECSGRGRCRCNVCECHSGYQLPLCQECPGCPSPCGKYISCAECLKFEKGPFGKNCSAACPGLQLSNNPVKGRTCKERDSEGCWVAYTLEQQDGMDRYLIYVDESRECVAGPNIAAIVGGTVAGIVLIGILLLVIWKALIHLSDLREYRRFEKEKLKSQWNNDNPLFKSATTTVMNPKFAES
# * hit, by the source's call.
SMILES	CD11b adhes enh
Cc1ccc(NC(=S)NC2CC3CCCC(C2)N3Cc2cccs2)cc1 (configuration not stated)	0.3
Cc1ccc(C#CC[N+]2(CC#Cc3ccc(C)cc3)CCCCC2)cc1	-3.7
Cc1ccc(C)c(N2CCN(C(=O)CSc3ccsc3[N+](=O)[O-])CC2)c1	62.2
CN(CC(=O)Nc1ccc(F)c(F)c1F)C(=O)/C=C/c1ccc(Cl)cc1	1.2
Cc1ccccc1OCC1Cc2c(nc(N)c(C#N)c2N)O1 (configuration not stated)	-0.9
CNC(=S)N/N=C/c1ccc(OCC(=O)Nc2c(C)cc(C)cc2C)c(OC)c1	3.5
Cc1cccnc1NC(=O)Nc1cccc2ccccc12	-2.4
CCCOC(=O)CN1C(=O)c2ccc(C(=O)OCCC)cc2C1=O	-1.2

# The list continues:
SMILES	CD11b adhes enh
COc1ccc(C(=O)Nc2cc(Cl)ccc2OC(=O)c2ccc(OC)cc2)cc1	1.6
COCCCNC(=O)/C(C#N)=C/c1cccc(NC(=O)c2ccccc2Cl)c1	-2.4
Cc1cc2c3c(ccc(C)c3n1)N=CN2c1ccccc1	2.0
O=C1C=C(NCC2CCCO2)C2(CCCCC2)O1 (configuration not stated)	-0.9
O=C(CCN1C(=O)/C(=C\c2ccccc2)SC1=S)NNC(=O)c1cccnc1	11.3
O=C(C(Sc1ccccc1)c1ccccc1)N1CCN(c2ccccc2)CC1 (configuration not stated)	-0.1
COc1cc(/C=N/Nc2nc(Nc3ccc(C)cc3)nc(-n3nc(C)cc3C)n2)cc(OC)c1OC	-1.5
COc1ccc(OC)c(NC(=O)CC(Cc2ccccc2OC)C(=O)O)c1 (configuration not stated)	16.9

# (more compounds)
SMILES	CD11b adhes enh
Cc1ccc(-n2c(C)cc(/C=N/NC(=O)c3ccncc3)c2C)cc1	0.8
O=[N+]([O-])c1ccc(-c2cnc(NO)nc2)cc1	-1.9
Fc1ccc(-c2csc3ncnc(Cl)c23)cc1	6.5
Cc1ccsc1/C=N\NC(=O)c1n[nH]c2c1CCC2	-3.5
COc1ccc(C(=O)Nc2ccc([N+](=O)[O-])cn2)c(OC)c1	13.3
COc1ccc(/C=C/c2nnc(NC(=O)CSc3ccc(Cl)cc3)s2)cc1	86.9
C=CCOC(=O)c1cc(-c2ccc(/C=C3\C(=O)NC(=O)C(C#N)=C3C)o2)ccc1Cl	79.1
CCC(C)NC(=O)c1c(N)n(/N=C/c2cccs2)c2nc3ccccc3nc12 (configuration not stated)	13.3

# Next part.
SMILES	CD11b adhes enh
O=C(N/N=C\c1ccc(-c2ccc([N+](=O)[O-])cc2)o1)c1ccc2c(c1)OCO2	112.5
Cc1ccc(N(C)C(=O)C2CCN(S(=O)(=O)c3ccc4c(c3)oc(=O)n4C)CC2)cc1	-5.1
CCOC(=O)c1c(C)[nH]c(C)c1C(=O)COC(=O)[C@@H](NC(=O)c1ccccc1OCC)C(C)C	-0.2
COc1cc(/C=N/O)cc(Br)c1OCc1cccc(Cl)c1	2.2
COc1cc2c(cc1NC(=O)c1ccc(C(C)(C)C)cc1)CCCC2	-4.8
COc1ccccc1CC(=O)O/N=C(\N)c1cccc([N+](=O)[O-])c1	-1.7
Cc1ccc(NC(=O)c2ccc3c(c2)OCCO3)cc1S(=O)(=O)Nc1cccc(Cl)c1	-6.2
COc1ccc2[nH]c3c(=O)n(N)c(C)nc3c2c1	8.8

# Of the compounds above, 2 contain a furan ring, fused or not.
SMILES	CD11b adhes enh
C=CCOC(=O)c1cc(-c2ccc(/C=C3\C(=O)NC(=O)C(C#N)=C3C)o2)ccc1Cl	79.1
O=C(N/N=C\c1ccc(-c2ccc([N+](=O)[O-])cc2)o1)c1ccc2c(c1)OCO2	112.5

# Later entries
SMILES	CD11b adhes enh
CC(C)Oc1ccc(/C=C(\NC(=O)/C=C/c2ccco2)C(=O)NCCc2nc3ccccc3[nH]2)cc1	2.1
COc1ccc(C)c2sc(=NC(=O)c3ccccc3)n(C)c12	0.1
COc1ccc(C2NC(=O)NC(c3ccccc3)=C2c2nc3ccccc3s2)cc1 (configuration not stated)	-2.3
Cc1ccc(NC(=O)COC(=O)/C=C/c2ccco2)cc1S(=O)(=O)N(C)C	3.4
CC(C)(C)c1ccc(C(=O)N2CCN(c3nc4ccccc4o3)CC2)cc1	2.3
Cc1c(Cl)c([N+](=O)[O-])nn1CCCC(=O)Nc1cccc(Cl)c1	1.1
CCOC(=O)c1ccccc1NC(=O)C=C(C)C	-1.9
Cc1cccc(NC(=S)NCCc2ccc(S(N)(=O)=O)cc2)c1C	3.2

# (further entries)
SMILES	CD11b adhes enh
N#C/C(=C\c1cc(Cl)cc(Cl)c1O)C(=O)NC1CCCCC1	1.9
CC(=O)/C(=N\Nc1ccc(C)cc1)N1CCOCC1	-2.3
CN(CC(=O)Nc1ccc(S(N)(=O)=O)cc1)c1ccccc1	-5.7
FC(F)(F)c1cnc(N2CCC(=NOCc3ccc(Cl)cc3)CC2)c(Cl)c1	7.0
COCCNC(=O)c1onc(CCl)c1C(=O)OC	-0.9
O=C(CSc1nc2ccc([N+](=O)[O-])cc2[nH]1)NC1CCCCCC1	-8.9
COc1cc(/C=C(/C#N)c2nc3ccccc3[nH]2)ccc1OCC(=O)Nc1ccccc1C	204.0*
CCCCNC(=S)NNC(=O)c1csc2ccccc12	2.7

# (listing goes on)
SMILES	CD11b adhes enh
O=C(Cc1ccccc1)NNC(=O)c1cccs1	-0.4
COC(=O)c1nc2nc(C)cc(=O)n2[nH]1	-4.5
Cc1ccc(/C=N/NC(=S)NC(C)C)o1	-2.9
COC(=O)CCC(=O)Nc1cc(S(=O)(=O)Nc2ccc(Cl)cc2)ccc1N1CCOCC1	-0.2
COc1ccc(CC(=O)N/N=C/c2cccn2-c2ccc([N+](=O)[O-])cc2)cc1OC	-3.2
CCCCCCCN(C(=O)CCl)c1ccccc1C	3.0
O=C1Nc2ccc([N+](=O)[O-])cc2C1(O)N1CCCCC1 (configuration not stated)	-1.9
CC1CCC(NC(=O)c2ccc(/C=C3\Oc4ccccc4N(C)C3=O)cc2)CC1 (configuration not stated)	81.5

# (more compounds)
SMILES	CD11b adhes enh
O=C(CN1CCN(c2ccccn2)CC1)N1CCc2ccccc21	3.8
C/C(=N\NC(=O)c1ccc(NS(=O)(=O)c2cccs2)cc1)c1ccc(C(C)(C)C)cc1	-1.2
COc1ccccc1N(C)S(=O)(=O)c1ccc(C(=O)NCC(C)C)cc1	-1.3
CCOC(=O)c1cc(CC)sc1NC(=O)c1ccc(N2CCOCC2)c([N+](=O)[O-])c1	53.3
Cc1ccccc1OCc1nnc(SCC(=O)N2c3ccccc3Sc3ccc(Cl)cc32)o1	-1.9
O=C(CC(Nc1cccc(Cl)c1Cl)C(=O)OCC(=O)c1cccs1)c1ccccc1 (configuration not stated)	2.4
CC(C)n1c(=S)[nH]c2ccccc21	-4.8
Fc1ccccc1COc1ccc(Br)cc1CNCc1ccncc1	-0.3

# (further entries)
SMILES	CD11b adhes enh
COc1cc(/C=C(/C#N)c2ccccc2)ccc1Oc1ccc([N+](=O)[O-])cn1	-7.0
O=C(Nc1nnc(CCOCCOCCc2nnc(NC(=O)c3ccco3)s2)s1)c1ccco1	3.5
Cc1ccc(C(Sc2ccccc2)C(Cn2cncn2)C(=O)c2ccccc2)cc1 (configuration not stated)	-4.0
CCOc1cc(CNCCc2ccc(S(N)(=O)=O)cc2)ccc1OCC(=O)NC(C)(C)C	-3.4
CC(C)(C)N(Cc1ccccc1)C(=O)COC(=O)CCc1c[nH]c2ccccc12	1.5
O=C(Nc1ccsc1C(=O)NC1CCCCC1)c1ccccc1	-4.4
Cc1ccc(C(=O)CC(=O)COc2ccc(Cl)cc2)cc1	-2.0
O=[N+]([O-])c1ccc(-c2cn(-c3ccc(Cl)cc3)c(=S)[nH]2)cc1	73.7

# (next part)
SMILES	CD11b adhes enh
O=C1C2C3c4ccccc4C(c4ccccc43)[C@@H]2C(=O)N1c1cccnc1 (some centres not stated)	-2.3
Cc1cc(C)nc(Sc2nc(Nc3ccccc3)nc(Sc3nc(C)cc(C)n3)n2)n1	-6.1
C=CCN1C(=O)/C(=C/c2cccs2)S/C1=N\S(=O)(=O)c1ccc(F)cc1	3.9
Cc1nn(Cc2c(Cl)cccc2Cl)c(C)c1NC(=O)c1cn(-c2ccccc2)nc1-c1ccccc1	-3.0
CCOC(=O)CCCNC(=O)c1cncc(Br)c1	15.1
COc1ccc(C2=NO[C@@H]3[C@@H]4C[C@@H]([C@H]5C(=O)N(c6ccc7c(c6)OCO7)C(=O)[C@@H]45)[C@H]23)cc1OC	0.8
CCOc1ccc2c(c1)-c1c(ssc1=S)C(C)(C)N2	-3.2
O=C(Nc1ccc(F)cc1)NC1(C(=O)NCc2cccs2)CCCCC1	2.2

# Following part:
SMILES	CD11b adhes enh
COc1ccccc1NS(=O)(=O)c1cc([N+](=O)[O-])ccc1N/N=C/c1c[nH]c2ccccc12	-2.9
O=C(NCc1ccc2c(c1)OCO2)c1ccc(N2CCCC2=O)cc1	-2.0
COC(=O)c1ccccc1NC(=S)NC(=O)c1cccc2ccccc12	7.8
CC(C)C(=O)Nc1cc(S(=O)(=O)Nc2cccc(Cl)c2)ccc1Cl	-2.7
CC(=O)NC1=NN(C(C)=O)C2(S1)C(=O)N(C(C)C)c1ccc(C)cc12 (configuration not stated)	1.1
CCS(=O)(=O)c1ccc(-c2csc(-c3ccccc3Cl)n2)c(Cl)c1Cl	-2.6
CSc1nc(Cl)c(C#N)c(-c2ccc(C)cc2)n1	7.5
COc1cc(OC)cc(C(=O)N[C@H](C(=O)N2CCc3ccccc32)C(C)C)c1	-1.6

# Going on with the list.
SMILES	CD11b adhes enh
CCN(Cc1ccccc1)c1ccc(/C=N/NC(=S)NC(C)C)cc1	4.4
COC(=O)c1cccc(Oc2nc3c(c(=O)n(C)c(=O)n3C)n2C(C)C)c1	2.6
CCOP(=O)(OCC)C(NC(=O)Nc1cccc(Cl)c1)C(N)=O (configuration not stated)	4.9
COc1cc(/C=C(\C#N)c2nc(-c3cc4ccccc4oc3=O)cs2)ccc1O	20.6
COC(=O)c1ccc(C(=O)Nc2cc(Cl)ccc2Cl)cc1NC(=O)c1ccc(N(C)C)cc1	4.4
COCCN(Cc1cc2cc(C)c(C)cc2nc1Cl)C(=O)Nc1ccccc1	-5.4
Cc1cc(C)c[n+](-c2[nH]c(=O)sc2/C=N/NC([S-])=Nc2ccccc2)c1	3.2
CC1CN(C(=O)c2nn(C)cc2[N+](=O)[O-])CC(C)O1 (configuration not stated)	-5.1

# New compounds follow:
SMILES	CD11b adhes enh
COc1cccc(C2=Nc3cccc4cccc(c34)N2)c1	3.3
Cc1ccc(NC(=O)CN2CCC(C(=O)c3ccc4c(c3)OCCO4)CC2)cc1	-1.1
O=C(CNS(=O)(=O)c1ccccc1Br)OCC(=O)N1CCc2ccccc21	-1.2
Cc1ccc(Sc2nc(-c3ccccc3)ccc2C#N)cc1	-5.1
CCCCCn1c(N)c(-c2nc3ccccc3s2)c2c([N+](=O)[O-])nn(CC)c(=O)c21	-8.3
O=C(c1cccs1)N1CCN(CCCc2ccccc2)CC1	-0.7
CC(=O)c1c(C)oc2ccc(N(C(C)=O)S(=O)(=O)c3ccc(Cl)c([N+](=O)[O-])c3)cc12	-4.9
CCC(C)NS(=O)(=O)c1ccc(NC(=O)c2ccc([N+](=O)[O-])cc2Cl)cc1 (configuration not stated)	7.5

# Going on with the list:
SMILES	CD11b adhes enh
CC1(C)Cc2c(c(-c3ccco3)nc3sc4c(NCC5CCCO5)ncnc4c23)CO1 (configuration not stated)	22.2
NC(=O)NCCC1=CCCCC1	2.3
NC(=O)CCNC(=O)c1ccc(Cl)cc1	-3.9
C=C(CCC(=O)c1ccccc1)C(=O)c1ccccc1	-3.0
Cc1ccc(S(=O)(=O)Nc2ccccc2C=Nc2cccc(C)c2C)cc1	2.8
O=C(/C=C/c1ccccc1)Nc1nnc(SCC(=O)c2ccc3ccccc3c2)s1	59.6
CC(NC(=O)/C(=C/c1cccc([N+](=O)[O-])c1)NC(=O)c1ccco1)C(=O)O (configuration not stated)	-4.1
COc1ccc2c3c(cccc13)N(C)N=C2C	14.2

# Quoted at random: five entries already listed.
SMILES	CD11b adhes enh
COc1ccc2c3c(cccc13)N(C)N=C2C	14.2
CC1(C)Cc2c(c(-c3ccco3)nc3sc4c(NCC5CCCO5)ncnc4c23)CO1 (configuration not stated)	22.2
C=C(CCC(=O)c1ccccc1)C(=O)c1ccccc1	-3.0
NC(=O)CCNC(=O)c1ccc(Cl)cc1	-3.9
NC(=O)NCCC1=CCCCC1	2.3

# CD11b adhes enh, what is marked active above.
SMILES	CD11b adhes enh
COc1cc(/C=C(/C#N)c2nc3ccccc3[nH]2)ccc1OCC(=O)Nc1ccccc1C	204.0*

# (cont.)
SMILES	CD11b adhes enh
CCn1c2ccccc2c2cc(NC(=O)CSc3nnc(-c4ccccc4)o3)ccc21	-5.0
c1ccc(-c2csc(=Nc3cccnc3)n2CC2CCCO2)cc1 (configuration not stated)	2.2
Clc1ccc(-c2cc3ccccc3nc2N2CCCC2)cc1	-2.1
C=CCn1c(N)c(C(=O)Nc2cccc(C)c2)c2nc3ccccc3nc21	-2.9
CN(C)NC1CCS(=O)(=O)C1 (configuration not stated)	2.6
Cc1cc(NC(=S)NC(=O)C2CC2)ccc1Br	-3.7
CCc1ccc(C(=O)CN2C(=O)NC(C)(CCc3ccccc3)C2=O)cc1 (configuration not stated)	1.9
Nc1ccc(C(=O)Nc2ccc(OC(F)(F)C(F)F)c(NC(=O)c3ccc(N)cc3)c2)cc1	1.8

# Following part:
SMILES	CD11b adhes enh
CC1CCc2sc(C(=O)OCC(=O)NCc3ccc(F)cc3)cc2C1 (configuration not stated)	-5.8
Cc1cc(C)cc(NS(=O)(=O)c2cnc(Cl)c(Cl)c2)c1	-2.5
CCCC(=O)Nc1nc(C)c(-c2csc(Nc3ccccc3OC)n2)s1	9.4
O=C1CSC(=S)N1N=C1CCCCCC1	-2.1
COc1cc(NC(=S)N2CCN(c3ccccn3)CC2)cc(OC)c1	10.4

# High-throughput results deposited in PubChem by Sanford-Burnham Center for Chemical Genomics.

# An excerpt (hit frequency here may not be typical).
